# Tn7 DDE FP = inhibitors of Tn7 peptide binding to fibrin DD(E), primary screen, biochemical, fluorescence polarization, human fibrin, Tn7 probe; inhibition, % at 8.3 µM; 370,000 compounds, 0.13% hits; FP displacement of FITC-Tn7 peptide from fibrin DD(E); 0% = median of compound wells per plate; Fibrinogen beta chain (Homo sapiens), P02675;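 active = inhibition above the mean of compounds falling within the control limits plus 3 SD of them, cut at about 14% in these data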;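 note: 0% = plate median of compound wells and 100% = 10 µM Aha-Tn7 peptide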
#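 system = human fibrin DD(E) protein | quantity = DD(E) 2 µM final | medium = Tris/NaCl/CaCl2 buffer, pH 7.8 | also added = labelled Tn7 tracer, 0.1 µM | compound dosing = single point at 8.3 µM | timing = compound with protein 10 min, then 3 h after probe, room temperature | signal = FP measurement | benchmarks = Aha-Tn7 high control | repeats = one replicate per compound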
# ADAM10 inh = human ADAM10 inhibitors, primary screen, biochemical, QFRET, HTS. Disintegrin and metalloproteinase domain-containing protein 10 (Homo sapiens), O14672. recombinant ADAM10, EDANS/DABCYL FRET peptide cleavage, 3 h. inhibition, % at 7 µM. 370,000 compounds, 0.62% hits;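 active = inhibition above a per-campaign cutoff equal to the mean of compounds falling between control-based bounds plus 3 SD, cut at about 20% in these data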;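 note: 0% = DMSO wells while the 100% control is not disclosed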
# PLC-gamma1 inh = PLC-gamma1 enzyme inhibitors, primary screen, biochemical, fluorescence, purified enzyme. 1-phosphatidylinositol 4,5-bisphosphate phosphodiesterase gamma-1 (Homo sapiens), P19174. fluorogenic substrate. inhibition, % at 12.2 µM. 370,000 compounds, 0.84% hits; in the data active = inhibition above about 9.5%
# LEDGF integ inh = blockers of LEDGF/p75-dependent integrase strand transfer – biochemical, TR-FRET, high throughput, primary screen; TR-FRET IN-LEDGF/p75 DNA integration, Eu/Cy5; inhibition, % at 3.7 µM; 370,000 compounds, 0.64% hits;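 active = inhibition above the screen-wide mean plus 3 SD, cut at about 13% in these data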;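 note: signal is the Cy5 over europium emission ratio at 671 and 618 nm; 0% = plate median of compound wells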
# ARFGAP1 inh = inhibitors of rat ARFGAP1 GAP activity, primary screen, biochemical, fluorescence polarization, GDP tracer. ADP-ribosylation factor GTPase-activating protein 1 (Rattus norvegicus), Q62848. Arfgap1-stimulated ARF1 GTP hydrolysis, GDP FP detection. inhibition, % at 16.5 µM. 360,000 compounds, 0.26% hits;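 active = inhibition above a per-plate limit, mean inhibition of low control wells plus 3 SD, cut at about 25% in these data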;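 note: 0% = DMSO wells with enzyme and 100% = wells lacking Arfgap1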
# Target sequence (Q62848 1-136 limits assumed): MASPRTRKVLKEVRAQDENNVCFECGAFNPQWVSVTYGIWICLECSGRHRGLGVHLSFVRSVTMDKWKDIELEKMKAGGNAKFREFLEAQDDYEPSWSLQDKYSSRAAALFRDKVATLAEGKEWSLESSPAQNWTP
#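 Assay system: purified rat His6-Arfgap1 residues 1-136 (GAP domain); Reagent: human Δ17 ARF1 bound to GTP; Dosing: 16.5 µM single point, 1.26% DMSO; Times: GTP hydrolysis reaction 2 h at 25 °C; Signal: FP, GDP Alexa 633 tracer displaced from anti-GDP antibody, 620/688 nm; Measure: % inhibition from polarization.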
# DDE Tn6 FP inh = inhibitors of Tn6 peptide binding to fibrin DD(E), primary screen, biochemical, fluorescence polarization, human fibrin, Tn6 probe; Fibrin DD(E) TRITC-Tn6 fluorescence polarization displacement; inhibition, % at 8.3 µM; 370,000 compounds, 0.21% hits;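 active = inhibition above a per-campaign cutoff: mean of compounds within control limits plus 3 SD, cut at about 15% in these data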;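 note: 0% = median of all compound wells on the plate and 100% = blocking peptide control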
# KLK7 zymogen act = proKLK7 zymogen activators, primary screen, biochemical, fluorescence intensity; Kallikrein-7 (Homo sapiens), P49862; purified proKLK7, EDANS-DABCYL substrate fluorescence; 100% is mature enzyme control, 0% vehicle; activation, % at 7 µM; 370,000 compounds, 0.9% hits; AID 652039, 2013;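 active = activation above the mean of all tested compounds plus 3 SD, computed per campaign excluding outliers beyond control limits, cut at about 13% in these data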
# Target sequence (P49862 whole entry, looked up): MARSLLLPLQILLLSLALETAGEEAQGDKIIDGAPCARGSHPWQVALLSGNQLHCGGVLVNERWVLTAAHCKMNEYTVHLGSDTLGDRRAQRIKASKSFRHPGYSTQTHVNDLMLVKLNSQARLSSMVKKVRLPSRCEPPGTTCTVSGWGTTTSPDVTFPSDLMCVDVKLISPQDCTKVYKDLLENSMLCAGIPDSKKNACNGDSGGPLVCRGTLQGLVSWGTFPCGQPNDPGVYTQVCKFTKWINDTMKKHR
# ADAM17 inh = ADAM17 inhibitors, primary screen, biochemical, QFRET; Disintegrin and metalloproteinase domain-containing protein 17 (Homo sapiens), P78536; recombinant ADAM17, EDANS/DABCYL FRET peptide cleavage; inhibition, % at 6.95 µM; 370,000 compounds, 0.83% hits; AID 720648, 2013;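 active = inhibition above the mean of compounds lying between control limits plus 3 SD, set per campaign, cut at about 8.5% in these data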;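 note: 0% = DMSO-only wells as the low control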
# ASAP1 inh = inhibitors of human ASAP1 ArfGAP activity, primary screen, biochemical, fluorescence polarization | Arf-GAP with SH3 domain, ANK repeat and PH domain-containing protein 1 (Homo sapiens), … | ASAP1-stimulated ARF1 GTP hydrolysis, GDP FP detection | inhibition, % at 16.5 µM | 360,000 compounds, 0.19% hits; in the data active = inhibition above about 25%;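 note: 0% = vehicle with enzyme and substrate and 100% = no enzyme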
# Target sequence (Q9ULH1 325-724 limits assumed): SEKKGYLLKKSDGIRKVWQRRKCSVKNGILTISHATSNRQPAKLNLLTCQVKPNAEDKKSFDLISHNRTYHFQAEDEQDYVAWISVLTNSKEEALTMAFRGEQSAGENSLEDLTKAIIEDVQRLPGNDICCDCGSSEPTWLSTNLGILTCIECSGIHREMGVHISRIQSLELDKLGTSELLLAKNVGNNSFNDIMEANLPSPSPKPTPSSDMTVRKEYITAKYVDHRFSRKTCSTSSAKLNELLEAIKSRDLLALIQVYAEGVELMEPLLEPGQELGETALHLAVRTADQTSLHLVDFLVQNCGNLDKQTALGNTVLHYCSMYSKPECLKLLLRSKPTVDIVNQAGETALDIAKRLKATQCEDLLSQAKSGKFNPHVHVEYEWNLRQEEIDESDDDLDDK
# TDP2 absorb = human TDP2 enzyme inhibitors, primary screen, biochemical, epi absorbance, recombinant enzyme. T5PNP hydrolysis, p-nitrophenol absorbance 415 nm. AID 720702, 2013. inhibition, % at 12.8 µM. Tyrosyl-DNA phosphodiesterase 2 (Homo sapiens), O95551. 370,000 compounds, 0.34% hits;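 active = inhibition above the mean of all tested compounds plus 3 SD, set per campaign, cut at about 25% in these data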;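 note: 0% = DMSO with enzyme and 100% = buffer with substrate but no TDP2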
#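 System – recombinant human TDP2 · Quantity – TDP2 enzyme at 120 nM final · Doses – single concentration, 12.8 µM nominal, with 1% DMSO · Incubation – 2 h at 37 °C · Measured by – epi absorbance of p-nitrophenol freed from T5PNP by hydrolysis · Read-out – % inhibition relative to enzyme-containing and enzyme-free wells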
# * marks the source's active call; other numbers are inactive results; i = inactive.
SMILES,Tn7 DDE FP,ADAM10 inh,PLC-gamma1 inh,LEDGF integ inh,ARFGAP1 inh,DDE Tn6 FP inh,KLK7 zymogen act,ADAM17 inh,ASAP1 inh,TDP2 absorb
O=C(c1cccc2ccccc12)N1CCN(c2ccccc2F)CC1,1,5,4,3,-5,7,-0.1,6,-9,1
Cn1c(=O)c2cc(NC(=O)NCc3ccccc3)ccc2n1Cc1cccc(C(F)(F)F)c1,1,i,i,8,3,3,4.4,-475,-3,-15
COc1ccc(C)c2sc(N(CCCN(C)C)C(=O)c3ccc(S(=O)(=O)N(C)C)cc3)nc12,-1,-1,0,-4,-3,-2,0.1,1,7,0
CC(=O)Nc1ccc(NC(=O)c2ccc(-n3c(C)ccc3C)cc2)cc1,6,-3,-2,-2,-3,-5,0.1,1,-2,-1
O=C(N/N=C/c1ccccc1O)c1cccc(C(F)(F)F)c1,2,-49,-21,-4,-1,0,-20,-12,11,7
Cc1oc2c(C)c3oc(=O)c(CCC(=O)N4C[C@H]5C[C@@H](C4)c4cccc(=O)n4C5)c(C)c3cc2c1C,-1,-179,-267,-1,11,2,4.8,-45,17,-7
O=C(NCCOc1ccccc1F)c1ccc2c(=O)n3c(nc2c1)CCC3,-7,-98,-21,-1,-3,5,-0.5,-31,0,2
O=C(NCc1cccnc1)c1ccccc1NS(=O)(=O)c1ccccc1,-7,-24,-7,-2,3,-3,-0.1,-14,10,4
CCOc1ccc(N2C(=O)Nc3ccccc3C2(O)C(=O)NCc2ccc(OC)cc2)cc1 (configuration not stated),-12,4,1,3,-2,2,0.1,-3,5,4
CCN(CC)S(=O)(=O)c1cccc(C(=O)NC(Cc2c[nH]c3ccccc23)c2nnc3n2CCCCC3)c1 (configuration not stated),2,9,-1,4,6,-16,0.7,2,0,-5
O=C(Nc1ccc(Br)cc1Cl)c1ccc(OCC2CCCO2)cc1 (configuration not stated),3,-6,-5,-2,4,-9,-0.2,2,-15,-5
CCN1CC(CN(C)Cc2nc(-c3ccc(OC)c4ccccc34)oc2C)CC1=O (configuration not stated),-2,-405,-129,-4,11,-11,-8.9,-162,5,-10
NS(=O)(=O)c1cccc(NS(=O)(=O)c2cccc(C(F)(F)F)c2)c1,1,2,3,1,-1,-2,0.9,-5,2,-4
O=C(O)c1ccc(Cl)c(S(=O)(=O)N(Cc2ccccc2)c2ccccc2Cl)c1,3,5,4,0,2,-3,0.2,1,-6,21
CCN(CC(=O)NCc1cccs1)C(=O)/C=C/c1cc(OC)c(OC)c(OC)c1,-1,-104,-29,2,-10,0,2.9,-33,-11,4
Clc1cc(Br)ccc1NCc1cccnc1,-11,5,-1,0,1,-10,-0.2,-1,10,-3
Cc1sc(N/N=C/c2cc([N+](=O)[O-])ccc2O)nc1-c1ccccc1,1,1,0,-2,5,-2,-0.5,-6,5,0
CCOc1cc(CNCCO)cc(Br)c1OCc1ccccc1Cl,6,8,3,-1,0,-3,-0.4,-3,-4,1
CCn1nc(C(=O)NCCc2ccc3c(c2)OCCO3)c2ccccc2c1=O,-6,1,2,3,-10,-4,-0.2,-1,-8,-6
Cc1ccc(S(=O)(=O)CCC(=O)OCC(=O)NC(=O)c2ccccc2)cc1,-1,2,-3,2,4,-3,-0.2,-5,-4,11
Cc1ccccc1C(=O)N1[C@@H](C(C)C)COc2cc(Br)ccc2S1(=O)=O,-3,-4,1,0,1,1,0.0,-1,-1,8
C/C(=C\c1ccco1)C1C(C#N)=C(N)OC2=C1C(=O)CC(C)(C)C2 (configuration not stated),-3,-18,-15,10,-10,7,1.4,-9,6,7
Cc1cccc(C)c1-n1c(C)cc(/C=C2\NC(=O)NC2=O)c1C,0,-6,-33,2,-8,6,-0.6,-4,-2,3
CCOc1ccc(-c2cc(C(=O)NCc3ccc(F)cc3)[nH]n2)c(C)c1,7,3,2,-1,-9,4,0.8,5,6,5
Cc1ccc(N(CC(=O)NC2CCCCC2)C(=O)CCC(=O)Nc2nccs2)cc1,3,5,0,0,-4,-2,-0.3,-3,9,2
Cc1cccc2sc(NC(=O)c3cc(S(=O)(=O)N(C)C)ccc3N3CCCC3)nc12,0,15,-9,2,-3,-5,0.1,8,6,-29
CC(NC(=O)c1ccc(Cl)cc1)C1CC2CCC1C2 (configuration not stated),2,-3,0,-3,7,-2,0.6,-3,0,7
O=C(O)c1cc(NC(=O)c2cccc(F)c2)cc(NC(=O)c2cccc(F)c2)c1,8,6,-3,1,0,-6,-0.1,-2,8,3
O=C(O)C1SCCN1S(=O)(=O)c1ccc(N=NN2CCOCC2)cc1 (configuration not stated),-2,1,3,-1,-6,-8,0.4,0,4,1
Cc1ccc(-n2ncc3c(NCCCn4ccnc4)ncnc32)c(C)c1,0,-10,2,5,7,0,-0.3,-3,5,-1
CCCCCN(C(=O)CCC(=O)OCC(=O)N(CC)C1CCCCC1)c1c(N)n(CCCC)c(=O)[nH]c1=O,-4,-2,2,1,4,-3,0.5,-3,-6,-4
CN1CCc2ccccc2C1Cc1ccccc1NC(=O)c1sc2ccccc2c1Cl (configuration not stated),-3,-2,-1,-2,13,-6,0.0,-3,-4,-6
Cc1cc(NC(=O)COc2ccccc2C)ccc1NC(=O)c1cccs1,3,-1,-2,2,-3,-1,-0.5,2,7,3
CN1CCN(c2cc(=O)n(C3CCCCC3)c(=O)[nH]2)CC1,1,-8,-2,-5,9,-3,0.6,-6,-2,-8
Nc1c(Cl)cc(-c2csc(NCCc3nc4cc(Cl)c(Cl)cc4n3CCCO)n2)cc1Cl,4,5,-7,-1,13,7,-0.1,2,-5,3
C=CCOc1ccccc1/C=N/NC(=O)c1ccc(Cl)cc1Cl,-2,2,-4,0,5,-3,-0.1,-1,5,5
CC[n+]1c(/C=C/c2ccc(OC(C)=O)c(OC)c2)ccc2ccccc21,-7,-10,-53,4,11,-5,-24,-6,3,-1
COc1ccc(NC2=NC(=S)N(c3ccc(C)cc3)C23CCCCC3)cc1,-2,-1,1,-2,-3,-3,0.1,-6,4,3
Oc1ccc2ccccc2c1CNc1ccc(Br)cn1,6,-15,-2,0,3,-4,1.1,-6,16,4
CC(=O)Nc1ccc(C(=O)NN2C(=O)c3ccccc3C2=O)cc1,-5,3,-2,1,4,1,0.4,-2,-13,-2
O=C(CSc1nnnn1C1CCCCC1)N1CCN(C(=O)c2ccco2)CC1,3,3,12*,8,1,-1,-0.1,-1,7,2
COC(=O)c1cc(=O)n(Cc2ccc(OC)cc2)c(=NCc2ccc(OC)cc2)s1,4,-4,0,1,5,6,0.8,-3,-2,7
O=C(NC(=S)NCc1cccnc1)c1cc2ccccc2o1,-5,13,1,5,6,-1,0.0,2,1,-6
C/C(=N\NC(=O)CC1N=C(Cc2ccccc2)NNC1=O)c1ccc(Br)cc1 (configuration not stated),-7,1,2,1,-4,-2,-0.3,-3,-4,4
Cc1cc(N2CCNC[C@H]2C)ccc1N1CCN(Cc2ccccc2)[C@H](C)C1,-4,-10,1,-1,-6,5,0.9,-5,0,-3
CCN(C(=O)CSc1nc2c(cnn2-c2ccccc2)c(=O)[nH]1)C1CCS(=O)(=O)C1 (configuration not stated),-6,7,9.7*,1,5,2,-0.2,4,7,-2
Cc1ccc(NC(=O)CCn2c(=O)c3cccn3c3ccccc32)cc1C,-2,4,1,4,-17,4,0.0,2,-7,-5
O=c1[nH]c(C2CCCN(S(=O)(=O)Cc3ccccc3)C2)nc2c1nnn2Cc1cccc(Cl)c1 (configuration not stated),8,7,8,0,-15,7,0.1,4,-18,-21
COc1cccc(CN2CCC(Oc3ccc(C(=O)N4CCCCC4)cc3)CC2)c1O,2,-1,0,-1,-11,1,-0.5,-3,-2,13
N#C/C(=C\c1cc2ccccc2nc1N1CCOCC1)C(=O)Nc1ccc(N2CCOCC2)cc1,0,-10,-4,-5,4,4,-0.2,-3,2,-8
Cc1ccc(NC(=S)NC(=O)c2cncc(Br)c2)cc1Cl,-5,-9,2,2,-24,-3,-0.1,-5,-10,-3
COc1ccccc1NC(=S)NC(=O)C(C)C,3,9,1,-3,12,-9,0.2,-3,1,-3
Clc1ccccc1Nc1ncnc2c1nnn2Cc1ccccc1,1,-1,-14,-3,8,-2,1.3,2,0,-13
COCCN1C(=O)c2oc3ccccc3c(=O)c2C1c1ccc(OC)c(OC)c1 (configuration not stated),-6,-6,-1,5,3,-3,0.6,0,-1,6

# Full records as entered above. Screens in order: Tn7 DDE FP | ADAM10 inh | PLC-gamma1 inh | LEDGF integ inh | ARFGAP1 inh | DDE Tn6 FP inh | KLK7 zymogen act | ADAM17 inh | ASAP1 inh | TDP2 absorb
# Entry for COc1ccccc1NC(=S)NC(=O)C(C)C → 3 | 9 | 1 | -3 | 12 | -9 | 0.2 | -3 | 1 | -3
# Entry for Clc1ccccc1Nc1ncnc2c1nnn2Cc1ccccc1 → 1 | -1 | -14 | -3 | 8 | -2 | 1.3 | 2 | 0 | -13
# Entry for N#C/C(=C\c1cc2ccccc2nc1N1CCOCC1)C(=O)Nc1ccc(N2CCOCC2)cc1 → 0 | -10 | -4 | -5 | 4 | 4 | -0.2 | -3 | 2 | -8
# Entry for Cc1ccc(NC(=S)NC(=O)c2cncc(Br)c2)cc1Cl → -5 | -9 | 2 | 2 | -24 | -3 | -0.1 | -5 | -10 | -3
# Entry for COCCN1C(=O)c2oc3ccccc3c(=O)c2C1c1ccc(OC)c(OC)c1 (configuration not stated) → -6 | -6 | -1 | 5 | 3 | -3 | 0.6 | 0 | -1 | 6

# Bioassay records deposited in PubChem by The Scripps Research Institute Molecular Screening Center.
